ADAM10 inh = ADAM10 inhibition, QFRET primary screen; O14672; recombinant ADAM10, EDANS/DABCYL FRET peptide cleavage, 3 h; inhibition, % at 7 µM; actives 0.62% (n = 370,000); AID 720582;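 active = inhibition above a per-campaign cutoff equal to the mean of compounds falling between control-based bounds plus 3 SD, cut at about 20% in these data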;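 also: 0% = DMSO wells while the 100% control is not disclosed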
hcDAF12 agonist = activates DAF-12 receptor from parasite H. contortus; HEK293 hcDAF-12 lit1-tk-luc reporter, luminescence; 0% DMSO, 100% Δ7-dafachronic acid; activation, % at 6.8 µM; actives 1.4% (n = 370,000); AID 652067;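 active = activation above the mean of all tested compounds plus 3 SD, cut at about 5.5% in these data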;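 also: 100% = response to 3 µM Δ7-dafachronic acid high control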
HGIII-sPLA2 inh = Inhibits HGIII-sPLA2 liposome hydrolysis, primary screen | inhibition, % at 12.2 µM | actives 0.56% (n = 370,000) | AID 743126 | QFRET BODIPY PC-A2 liposome hydrolysis, fluorescence;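 active = inhibition above mean plus 3 SD of compounds lying within the high and low control bounds, cut at about 19% in these data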;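 also: 0% = median of test compound wells and 100% = no enzyme DMSO wells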
ADAM17 inh = inhibits human ADAM17 | AID 720648 | P78536 | actives 0.83% (n = 370,000) | recombinant ADAM17, EDANS/DABCYL FRET peptide cleavage | inhibition, % at 6.95 µM;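 active = inhibition above the mean of compounds lying between control limits plus 3 SD, set per campaign, cut at about 8.5% in these data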;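 also: 0% = DMSO-only wells as the low control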
DAX1 inh-1 = NR0B1 (DAX1) inhibition | P51843 | HEK293 Gal4-DAX1 luciferase reporter, luminescence | inhibition, % at 6.75 µM | actives 0.99% (n = 340,000) | AID 504766;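 active = inhibition above the mean over all tested compounds plus 3 SD, cut at about 4.2% in these data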;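 also: 0% = DAX1-transfected cells with DMSO and 100% = empty-vector control cells with DMSO; inhibition shows as a rise in luminescence from relieved DAX1 repression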
PLCg1 inh = PLC-gamma1 (human) inhibition, primary screen | actives 0.84% (n = 370,000) | P19174 | inhibition, % at 12.2 µM | purified PLC-gamma1, fluorogenic substrate, fluorescence; in the data active = inhibition above about 9.5%
ssDAF-12 act = activators of S. stercoralis DAF-12 nuclear receptor. actives 1% (n = 370,000). AID 652126. activation, % at 6.8 µM. HEK293 ssDAF-12/GRIP1 lit1-tk-luc reporter, luminescence; % of 3 µM dafachronic acid response;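 active = activation above the mean over all tested compounds plus 3 SD, cut at about 0.9% in these data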;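 also: 0% = DMSO-only wells and 100% = 3 µM delta7-dafachronic acid wells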
DAX1 inh-2 = inhibitors of DAX1 repression of SF-1 activated StAR promoter; HEK293T StAR-luciferase reporter, SF-1/DAX-1 repression relief; inhibition, % at 6.8 µM; actives 1.1% (n = 370,000); AID 652010;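 active = inhibition above the mean over all tested compounds plus 3 SD, cut at about 3.6% in these data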;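 also: 0% = DAX-1 cells with DMSO and 100% = cells lacking DAX-1 with DMSO; higher inhibition means more luminescence from relief of DAX-1 repression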
hgDAF12 agonist = activates the H. glycines DAF-12 receptor ligand-binding domain | HEK293 GAL4-hgDAF12 UAS-luciferase reporter, agonist luminescence; normalized to butyrate control | activation, % at 6.8 µM | actives 1.8% (n = 370,000) | AID 687014;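 active = activation above a cutoff set at the mean of all screened compounds plus 3 SD, cut at about 10% in these data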;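 also: 0% = DMSO wells and 100% = sodium butyrate wells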
PLCb3 inh = blocks human PLC-beta3 enzyme activity; Q01970; Purified PLC-beta3, fluorogenic substrate, fluorescence; inhibition, % at 12.2 µM; actives 0.18% (n = 370,000); AID 720704; in the data active = inhibition above about 11%;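 also: 0% = median of compound wells on plate and 100% = full blocker control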
Target sequence (Q01970 whole entry, looked up): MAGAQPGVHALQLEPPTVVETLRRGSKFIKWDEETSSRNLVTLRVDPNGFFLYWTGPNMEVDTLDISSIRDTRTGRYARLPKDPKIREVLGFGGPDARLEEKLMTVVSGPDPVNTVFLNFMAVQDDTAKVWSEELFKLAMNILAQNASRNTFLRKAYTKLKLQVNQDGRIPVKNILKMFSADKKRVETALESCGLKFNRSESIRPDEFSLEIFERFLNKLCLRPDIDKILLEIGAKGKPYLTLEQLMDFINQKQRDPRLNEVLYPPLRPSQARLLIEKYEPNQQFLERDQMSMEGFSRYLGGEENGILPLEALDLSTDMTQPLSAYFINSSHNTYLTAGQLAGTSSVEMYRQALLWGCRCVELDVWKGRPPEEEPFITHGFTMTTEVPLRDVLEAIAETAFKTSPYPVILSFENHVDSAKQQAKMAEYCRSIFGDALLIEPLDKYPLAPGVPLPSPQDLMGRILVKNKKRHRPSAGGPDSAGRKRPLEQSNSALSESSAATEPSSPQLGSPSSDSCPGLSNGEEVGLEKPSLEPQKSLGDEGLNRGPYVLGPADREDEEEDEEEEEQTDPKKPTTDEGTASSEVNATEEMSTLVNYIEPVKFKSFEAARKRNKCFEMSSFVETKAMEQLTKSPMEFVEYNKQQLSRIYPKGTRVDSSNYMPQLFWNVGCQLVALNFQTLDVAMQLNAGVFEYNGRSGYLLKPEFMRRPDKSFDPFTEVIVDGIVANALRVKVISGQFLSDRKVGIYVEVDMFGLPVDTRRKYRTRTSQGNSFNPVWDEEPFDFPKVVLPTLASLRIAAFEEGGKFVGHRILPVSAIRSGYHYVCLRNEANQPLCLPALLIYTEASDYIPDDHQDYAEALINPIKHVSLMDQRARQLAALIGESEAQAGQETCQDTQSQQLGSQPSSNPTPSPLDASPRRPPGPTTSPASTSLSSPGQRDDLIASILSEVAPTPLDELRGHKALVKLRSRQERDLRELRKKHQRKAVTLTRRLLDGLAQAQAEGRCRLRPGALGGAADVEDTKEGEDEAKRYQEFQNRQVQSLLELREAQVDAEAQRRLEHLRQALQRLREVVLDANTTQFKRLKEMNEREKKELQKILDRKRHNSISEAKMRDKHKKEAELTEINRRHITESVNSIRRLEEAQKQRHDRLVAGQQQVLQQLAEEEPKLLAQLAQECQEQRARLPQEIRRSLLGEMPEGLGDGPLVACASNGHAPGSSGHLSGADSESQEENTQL
FXN GAA850 act = frataxin GAA850 promoter activation | HEK293 lucGAA850 FXN promoter luciferase reporter, 24 h; percent of 10 µM SAHA response | activation, % at 6 µM | actives 0.56% (n = 360,000);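 active = activation above the average of all compounds screened plus 3 SD, cutoff fixed separately per campaign, cut at about 7.5% in these data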;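 also: 0% = DMSO wells and 100% = 10 µM SAHA wells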
An asterisk follows results filed as active; i = inactive; . = not tested or not shown.

SMILES	ADAM10 inh	hcDAF12 agonist	HGIII-sPLA2 inh	ADAM17 inh	DAX1 inh-1	PLCg1 inh	ssDAF-12 act	DAX1 inh-2	hgDAF12 agonist	PLCb3 inh	FXN GAA850 act
O=C(Cc1c[nH]c2ccccc12)N/N=C/c1ccc(F)cc1	0	-0.6	-41	-1	-0.6	-7	-1.2	-0.4	1.8	0	-2.3
CC1CCCN(C(=O)COC(=O)CNC(=O)c2ccc(Br)cc2)C1 (centres undefined)	1	-0.7	9	-2	0.3	4	-0.9	-0.5	1.6	-5	1.2
CCn1c2ccccc2c2cc(NC(=O)C(=O)NCC3CCCO3)ccc21 (centres undefined)	8	-0.7	-4	5	0.7	5	-0.4	0.6	-1.5	1	-0.4
COc1ccc(SC[C@H](C)CN2CC[C@H](C(C)(C)C)CCC2=O)cc1	19	-2.3	-9	0	0.1	4	-1.6	-0.8	-2.3	3	0.0
O=C(C1CCN(c2nnc(-n3cccc3)s2)CC1)N1CCCCC1	-7	-1.9	2	1	-1.0	4	-1.2	2.5	4.7	1	3.2
Cn1cc(CN2CCC(C(=O)Nc3ccc(Oc4ccccc4F)cc3)CC2)cn1	-3	0.2	-6	0	1.1	-1	-1.4	-3.0	-0.4	2	2.5
CCOC(=O)C1(Cc2ccccc2C(F)(F)F)CCN(C2CCN(C(C)=O)CC2)CC1	-1	-0.1	5	-3	0.2	-1	-0.8	0.1	-1.8	-1	1.4
COc1ccccc1NC(=O)NCCC1=CCCCC1	1	-1.5	-6	1	-0.7	0	-1.7	-0.4	-1.9	1	2.7
COc1ccc(C(=O)N2CCC(C(=O)O)CC2)c2ccccc12	-5	-1.2	0	0	-0.8	1	-1.0	0.0	1.3	-8	1.0
O=C(NCC(c1cccs1)N1CCOCC1)c1cccc(S(=O)(=O)Nc2ccc(F)cc2)c1 (centres undefined)	-1	-1.4	-12	4	-0.4	1	-1.2	-0.4	-1.8	-2	0.2
O=C(COc1ccccc1)N1CCN(c2ccccc2)CC1	4	-0.3	1	-4	-0.2	0	-0.9	0.4	-0.4	0	2.8
CCCN1C(=O)/C(=C2\SC(N3CCCCC3)=NC2=O)c2ccccc21	-7	-0.2	1	-3	-0.7	2	-0.5	1.0	3.0	1	7.5
CNC(=O)COC(=O)c1ccc(Cl)c(S(N)(=O)=O)c1	1	-0.9	4	1	2.3	2	-1.3	-0.3	1.9	-2	-0.9
COCCNC(=O)c1ccc2nc(Cc3ccc(OC)c(OC)c3)oc2c1	0	0.3	2	-7	0.9	0	-0.7	-0.2	4.8	-6	2.7
COc1cccc(CN(C)C[C@@H]2OCc3cnnn3CCCC(=O)N([C@H](C)CO)C[C@H]2C)c1	3	0.9	-1	-1	-0.4	0	-1.3	1.4	-0.9	4	1.5
CCn1c(C)cs/c1=N\C(=S)Nc1ccccc1C	12	0.5	18	1	0.5	2	-0.8	-0.2	0.3	2	1.1
COc1ccc(N2CCN(C(=O)CCCn3nnnc3CN3CCOCC3)C(C)C2)cc1 (centres undefined)	-1	-0.1	-2	0	0.3	2	-0.9	-2.6	-0.1	0	-1.1
CSc1ccc(/C=C/c2cc(=O)c3ccccc3[nH]2)cc1	-220	1.4	7	-72	0.0	i	-0.4	0.2	4.7	i	4.7
NC(Cc1ccc(C(F)(F)F)cc1)c1csc(Nc2cc(NCc3ccco3)ncn2)n1 (centres undefined)	-4	-0.6	4	0	.	-4	-1.5	0.2	5.2	-3	0.3
NC(=O)CNC(=O)[C@@H]1CC2(CC(c3cccc(Br)c3)=NO2)CN1C(=O)c1ccc(Br)cc1 (some centres undefined)	7	-0.9	-29	4	1.6	-11	-1.5	-0.4	-0.7	-10	-0.8
OCCNc1c2ccccc2nc2ccccc12	i	1.8	8	-288	-0.8	-138	-0.2	-0.8	4.1	-167	-2.4
Cc1cccc(N(CC(=O)NCC2CCCO2)C(=O)CNS(=O)(=O)c2ccc(Cl)cc2)c1 (centres undefined)	1	-1.0	-6	-5	0.3	-1	-0.8	-0.1	-2.5	-3	-0.3
Cc1ccc(S(=O)(=O)CCC(=O)OCC(=O)N2c3ccccc3CC2C)cc1 (centres undefined)	4	0.3	-3	0	0.0	0	-1.3	0.6	0.7	-1	0.4
CC1(C)C=C(c2ccc(C=O)s2)CC(C)(C)N1C=O	-137	-0.1	4	-38	-0.8	-4	-0.1	-0.3	-3.9	-4	2.6
CCn1c(SCC(=O)Nc2ccc(S(=O)(=O)Nc3onc(C)c3C)cc2)nnc1-c1ccccc1	-2	-0.1	-15	-1	-0.3	3	0.1	-0.6	0.8	0	0.4
(further entries)
SMILES	ADAM10 inh	hcDAF12 agonist	HGIII-sPLA2 inh	ADAM17 inh	DAX1 inh-1	PLCg1 inh	ssDAF-12 act	DAX1 inh-2	hgDAF12 agonist	PLCb3 inh	FXN GAA850 act
N=C(N)SCCN	-5	-0.5	14	-6	0.6	4	-0.6	0.2	0.3	2	1.5
Cc1cccc(C(=O)NCCC(=O)Nc2ccc(C#N)cc2)c1	-4	-0.9	-3	-1	-1.1	2	-0.8	-0.3	-0.9	-1	2.9
COc1ccc(S(=O)(=O)N2CCN(c3ccccn3)CC2)c(OC)c1	9	-0.1	7	-7	-0.9	2	-0.8	0.5	-1.6	-2	-0.2
O=C(c1cc2cc(F)ccc2[nH]1)N1CCN(C(=O)c2ccco2)CC1	-3	3.5	1	-4	0.3	-7	0.2	0.0	2.3	-18	0.4
Cc1ccccc1-n1c(-c2ccc3ccccc3n2)n[nH]c1=S	0	3.4	14	-2	1.3	-28	-0.8	-0.2	-0.3	-39	3.6
CCOC(=O)/C(N=Nc1c(C)n(C)n(-c2ccccc2)c1=O)=C(/O)c1ccccc1	8	-0.3	3	1	0.8	1	-1.4	-0.2	0.8	1	1.9
Cc1oc(-c2ccccc2)nc1CS(=O)CC(=O)N1CCc2ccccc2C1 (centres undefined)	-14	1.3	-11	-4	2.6	-6	-0.9	-0.6	1.8	-5	-0.7
Cc1ccccc1C(=O)N=c1ccn(-c2nc3ccccc3nc2NS(=O)(=O)c2ccc(F)cc2)cc1	-3	0.7	6	-4	1.0	-7	-0.9	-0.4	-1.0	-15	3.3
C/C(=N\NS(=O)(=O)c1ccc(Br)cc1)c1ccncc1	-13	0.4	-2	-4	0.3	-1	-0.5	0.3	-0.8	-4	2.7
COc1ccc(-c2[nH]nc3c2C(c2ccoc2)C(C#N)=C(N)O3)cc1 (centres undefined)	-4	-1.0	-12	-4	-0.4	-8	-0.8	-0.5	-2.5	-4	2.5
CCOc1ncccc1C(=O)Nc1cccc(C(=O)Nc2cccc(S(=O)(=O)CCO)c2)c1	-1	-2.0	-8	0	-1.2	0	-1.6	-1.0	-3.6	1	-1.4
COc1cccc(CC(=O)Nc2cc(S(=O)(=O)N3CCOCC3)ccc2OC)c1	-12	0.2	-5	3	-0.7	-4	-1.3	1.3	-1.5	-9	-0.4
CC(C)(C)S(=O)N1Cc2cc(CO)ccc2[C@H]1CCO (some centres undefined)	-11	1.3	2	-6	1.9	1	-0.1	0.0	1.6	-1	1.5
Cc1ccc(-c2nc3ncccc3o2)cc1NC(=O)COc1ccccc1	-15	-2.5	-3	0	0.0	-3	-1.3	1.1	1.8	0	0.2
COCCNC(=O)c1ccccc1NC(=O)CSc1ccc(C)cc1	-2	-0.9	4	-3	4.0	-4	-1.6	-0.6	0.0	-1	-1.6
Cc1ccc2nc(SCC(=O)NCc3ccco3)c(C#N)cc2c1	-10	0.6	1	-4	2.6	-15	0.0	0.8	5.7	-16	8.3*
COc1ccc(N(C(=O)c2cnccn2)C(C(=O)NC2CCCCC2)c2ccccc2)cc1 (centres undefined)	1	0.5	-1	-1	1.3	2	-1.1	0.1	-0.6	-4	-1.5
O=C(NCc1ccccc1)C(c1ccc(-c2ccccc2)cc1)n1c(=O)c(-c2cc3ccccc3[nH]2)nc2ccccc21 (centres undefined)	-22	4.8	-4	-8	.	-18	1.6*	2.5	4.9	-33	.
O=[N+]([O-])c1ccc(/C=N/Nc2ccnc3cc(Cl)ccc23)o1	0	-3.0	0	-3	-1.4	-11	-1.4	-1.3	-0.7	-27	4.8
Cc1onc(-c2ccccc2)c1C1=N/C(=C\c2ccccc2F)C(=O)O1	-4	-2.7	-1	-2	-0.4	-2	-2.0	-0.1	-1.4	-2	4.3
O=C(c1ccco1)N1CCN(C(c2ccccc2F)c2nnnn2CC2CCCO2)CC1 (centres undefined)	-1	-0.5	1	-6	0.4	-3	-0.5	-0.8	-1.1	-3	0.7
O=C(CSc1nnc(-c2ccccc2O)o1)Oc1ccc(OCc2ccccc2)cc1	-4	1.6	0	-2	1.1	1	-1.2	-0.7	1.2	-1	1.4
Cc1cc(N2CCOCC2)nc(SCC(=O)c2ccccc2)n1	0	1.6	-39	-1	0.8	3	-1.5	2.7	4.1	3	6.3
COc1ccc(OCC(O)CN2CCN(c3ccccc3)CC2)cc1 (centres undefined)	-13	-0.9	3	-7	1.4	-1	-1.1	-0.3	-1.4	2	1.6
CC1(C)Cc2c(cnn2-c2ccccc2)C(=O)/C1=N\NC(=O)c1ccncc1	-3	-2.2	4	-1	0.8	2	-1.3	0.3	1.7	1	1.9
(list continues)
SMILES	ADAM10 inh	hcDAF12 agonist	HGIII-sPLA2 inh	ADAM17 inh	DAX1 inh-1	PLCg1 inh	ssDAF-12 act	DAX1 inh-2	hgDAF12 agonist	PLCb3 inh	FXN GAA850 act
CCN1C(=O)N[C@@H](CCc2ccccc2)[C@@H](C(=O)OC)[C@H]1C	-1	-1.1	9	9.8*	2.5	4	-1.7	-0.2	3.5	7	-0.2
Cc1cc(C(=O)N2CCC(Cc3ccccc3)CC2)ccc1[N+](=O)[O-]	4	-2.5	-9	0	-0.8	1	-1.9	-0.5	0.6	3	3.3
COc1cccc(NC(=O)NCc2ccccn2)c1	-5	-1.9	5	-5	0.2	0	-0.5	2.2	4.0	-3	2.0
Cc1cc2nc(SCCOC(=O)Nc3cccc(Cl)c3)nc(C)c2cc1C	10	-0.6	-19	2	0.6	-4	-0.6	-0.3	2.2	-5	1.2
COc1cccc(/C=N/Nc2ccc([N+](=O)[O-])cn2)c1O	-3	2.1	7	-3	-4.5	0	-0.4	-1.8	-1.4	-8	-4.8
CC(=O)Nc1ccc(-c2nc3ccccc3o2)cc1	-193	6.1*	-3	-76	3.9	-19	0.3	1.7	14*	-31	3.9
CCNc1nc(NCC)n2c(SC(C(=O)Nc3cc(C)ccc3C)c3ccccc3)nnc2n1 (centres undefined)	8	-0.2	-42	6	0.9	2	-0.5	-0.1	1.0	4	-7.5
CC1(C)c2ccccc2N2CCC(=O)NC21/C=C/c1ccco1 (centres undefined)	-81	-1.5	-2	-39	0.0	-74	-1.0	-0.3	-0.3	-96	-0.5

Hits appear at their usual frequency, and some 6.9% of all compounds hit somewhere here.
